Compound activity deposited in PubChem BioAssay by several laboratories.
DAX1 inh-1: blocks DAX1 repression of SF-1 activated StAR promoter; inhibition, % at 6.8 µM; 370,000 tested, 1.1% active; AID 652010; HEK293T StAR-luciferase reporter, SF-1/DAX-1 repression relief;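 active means inhibition above the mean over all tested compounds plus 3 SD, cut at about 3.6% in these data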;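 further: 0% = DAX-1 cells with DMSO and 100% = cells lacking DAX-1 with DMSO; higher inhibition means more luminescence from relief of DAX-1 repression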
NPR2 activator: GC-B (human) receptor activation | HEK293-GC-B cells, CNP EC30, cGMP TR-FRET; 0% at EC30 CNP, 100% saturating CNP | activation, % at 10 µM | AID 1920062 | 370,000 tested, 0.11% active;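 active means activation at 10 µM reaching about 35% in either raw or pattern-adjusted values, limit read from the data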
ssDAF12 agonist: activates DAF-12 receptor from parasite S. stercoralis. activation, % at 6.8 µM. AID 652126. HEK293 ssDAF-12/GRIP1 lit1-tk-luc reporter, luminescence; % of 3 µM dafachronic acid response. 370,000 tested, 1% active;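 active means activation above the mean over all tested compounds plus 3 SD, cut at about 0.9% in these data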;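 further: 0% = DMSO-only wells and 100% = 3 µM delta7-dafachronic acid wells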
NPR1 activator: GC-A (human) enzyme activation; HEK293 GC-A cells, cGMP TR-FRET, EC30 ANP; 0% at EC30 ANP, 100% saturating ANP; activation, % at 10 µM; P16066; AID 1671463; 370,000 tested, 0.14% active; in the data active means activation above about 40%
Target sequence (P16066 whole entry, looked up): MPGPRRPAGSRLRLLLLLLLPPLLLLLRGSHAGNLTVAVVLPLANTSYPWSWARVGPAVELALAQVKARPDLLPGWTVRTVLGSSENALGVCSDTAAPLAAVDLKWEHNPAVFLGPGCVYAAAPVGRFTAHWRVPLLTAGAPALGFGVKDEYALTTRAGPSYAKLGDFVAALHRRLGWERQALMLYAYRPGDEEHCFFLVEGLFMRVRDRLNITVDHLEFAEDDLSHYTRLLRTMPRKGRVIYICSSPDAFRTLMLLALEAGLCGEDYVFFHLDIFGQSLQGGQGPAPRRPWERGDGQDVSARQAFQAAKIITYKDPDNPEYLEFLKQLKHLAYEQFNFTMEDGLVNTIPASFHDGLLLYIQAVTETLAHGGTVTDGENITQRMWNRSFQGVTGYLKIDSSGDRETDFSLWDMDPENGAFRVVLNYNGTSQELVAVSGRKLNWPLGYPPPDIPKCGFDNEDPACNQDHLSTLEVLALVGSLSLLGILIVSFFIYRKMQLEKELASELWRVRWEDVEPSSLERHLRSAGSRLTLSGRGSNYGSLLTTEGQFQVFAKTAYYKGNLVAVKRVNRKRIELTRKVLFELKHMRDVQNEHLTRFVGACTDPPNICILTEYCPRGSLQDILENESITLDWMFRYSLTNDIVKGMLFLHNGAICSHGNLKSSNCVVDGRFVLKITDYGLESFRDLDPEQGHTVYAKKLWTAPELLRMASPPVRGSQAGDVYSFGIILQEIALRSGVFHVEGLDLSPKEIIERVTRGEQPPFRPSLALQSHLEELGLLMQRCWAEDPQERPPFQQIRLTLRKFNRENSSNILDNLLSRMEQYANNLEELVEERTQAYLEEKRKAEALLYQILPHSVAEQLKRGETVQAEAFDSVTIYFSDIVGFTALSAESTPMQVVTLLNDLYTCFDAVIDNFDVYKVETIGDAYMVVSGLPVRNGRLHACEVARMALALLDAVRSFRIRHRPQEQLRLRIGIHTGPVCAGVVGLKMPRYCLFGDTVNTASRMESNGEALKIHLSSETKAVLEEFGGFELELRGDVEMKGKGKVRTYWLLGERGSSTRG
ADAM10 inh: ADAM10 inhibition, QFRET primary screen; 370,000 tested, 0.62% active; inhibition, % at 7 µM; recombinant ADAM10, EDANS/DABCYL FRET peptide cleavage, 3 h; O14672; AID 720582;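 active means inhibition above a per-campaign cutoff equal to the mean of compounds falling between control-based bounds plus 3 SD, cut at about 20% in these data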;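 further: 0% = DMSO wells while the 100% control is not disclosed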
DAX1 inh-2: inhibits human nuclear receptor DAX1; inhibition, % at 6.75 µM; 340,000 tested, 0.99% active; HEK293 Gal4-DAX1 luciferase reporter, luminescence; AID 504766;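 active means inhibition above the mean over all tested compounds plus 3 SD, cut at about 4.2% in these data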;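 further: 0% = DAX1-transfected cells with DMSO and 100% = empty-vector control cells with DMSO; inhibition shows as a rise in luminescence from relieved DAX1 repression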
HGIII-sPLA2 inh: Blocks human group III sPLA2 activity; Q9NZ20; QFRET BODIPY PC-A2 liposome hydrolysis, fluorescence; inhibition, % at 12.2 µM; 370,000 tested, 0.56% active; AID 743126;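 active means inhibition above mean plus 3 SD of compounds lying within the high and low control bounds, cut at about 19% in these data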;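 further: 0% = median of test compound wells and 100% = no enzyme DMSO wells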
hcDAF-12 act: activators of H. contortus DAF-12 nuclear receptor; HEK293 hcDAF-12 lit1-tk-luc reporter, luminescence; 0% DMSO, 100% Δ7-dafachronic acid; activation, % at 6.8 µM; 370,000 tested, 1.4% active;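 active means activation above the mean of all tested compounds plus 3 SD, cut at about 5.5% in these data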;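 further: 100% = response to 3 µM Δ7-dafachronic acid high control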
FXN GAA850 act: frataxin GAA850 promoter activation | HEK293 lucGAA850 FXN promoter luciferase reporter, 24 h; percent of 10 µM SAHA response | activation, % at 6 µM | 360,000 tested, 0.56% active;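 active means activation above the average of all compounds screened plus 3 SD, cutoff fixed separately per campaign, cut at about 7.5% in these data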;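 further: 0% = DMSO wells and 100% = 10 µM SAHA wells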
SMARCA2 activ: SMARCA2 function activation, primary screen; MG213 cells, MMTV-luciferase reporter, dexamethasone, overnight; activation, % at 9.1 µM; 370,000 tested, 1% active; in the data active means activation above about 7.8%;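 further: 0% = vehicle wells and 100% = reference activator wells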
hgDAF-12 ag: activates the H. glycines DAF-12 receptor ligand-binding domain | HEK293 GAL4-hgDAF12 UAS-luciferase reporter, agonist luminescence; normalized to butyrate control | 370,000 tested, 1.8% active | activation, % at 6.8 µM | AID 687014;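 active means activation above a cutoff set at the mean of all screened compounds plus 3 SD, cut at about 10% in these data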;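 further: 0% = DMSO wells and 100% = sodium butyrate wells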
Numbers without * were called inactive; . = no result given.

SMILES	DAX1 inh-1	NPR2 activator	ssDAF12 agonist	NPR1 activator	ADAM10 inh	DAX1 inh-2	HGIII-sPLA2 inh	hcDAF-12 act	FXN GAA850 act	SMARCA2 activ	hgDAF-12 ag
CC(=O)c1ccc(N2CCN(CN3C(=O)CC4(CCCC4)C3=O)CC2)c(F)c1	0.3	1	-1.3	4	0	0.6	6	-2.5	1.5	-2	-0.4
O=C(c1cc2ccccc2o1)N1CCN(S(=O)(=O)c2ccc(Cl)s2)CC1	-1.4	-6	-1.5	-7	-19	0.0	0	-0.1	-0.6	-2	-2.1
CC(C)(C)NC(=O)C(=O)NNC(=O)c1ccccc1	-0.8	7	-1.3	4	1	0.8	-1	0.5	3.0	1	1.4
CCN(CC)C(=O)c1ncn(Cc2ccccc2)c1C(=O)N(CC)CC	1.4	0	-0.5	1	-4	0.9	0	-1.0	0.7	0	-0.8
Cc1nc2c(O)cccc2cc1CO	0.0	-2	-0.9	0	-5	0.3	6	-1.2	1.3	-5	-0.2
Cc1cc(=O)c(C(=O)Nc2ccc(N3CCOCC3)cc2N2CCOCC2)nn1-c1ccccc1Cl	0.1	4	-0.8	-7	-5	1.0	-2	-0.4	0.5	-2	1.3
Cc1ccc(CN2CCN(CC(=O)N/N=C/c3ccccc3F)CC2)cc1	0.0	-8	-1.2	3	-4	2.8	0	-0.8	-0.1	1	2.6
O=c1cc(-c2ccccc2Cl)oc2c([N+](=O)[O-])c(O)cc(O)c12	-0.5	0	-0.9	-1	-7	0.1	-16	1.8	-3.8	2	10
Cc1nc(NC(=O)CN2CCC(O)(c3ccc(F)cc3)CC2)sc1C	-0.3	-3	-1.0	-3	0	-0.7	-6	0.4	1.4	3	3.7
O=C(Cc1nnc(NC(=O)c2cccc([N+](=O)[O-])c2)s1)NCc1ccccc1	1.5	-3	-0.9	-1	-1	0.2	4	-1.5	2.0	2	-2.5
CC1(Cc2cc(Cl)ccc2C(F)(F)F)C(=O)Nc2c(Cl)cccc21 (stereo not given)	-2.1	-1	-1.7	-5	-1	.	-7	-1.6	-2.6	-5	-1.6
CNC(=S)N1CCC(n2cnc3ccccc32)CC1	-0.1	-1	-0.1	4	3	1.2	4	-0.3	1.5	4	0.4
N#CCC(=O)Nc1ccc(C(=O)N2CCN(c3ccccn3)CC2)cc1	0.1	0	-0.9	-1	-14	-1.0	-37	-0.9	-2.5	0	1.6
C=CCNC(=S)Nc1cccc2[nH]ncc12	1.4	0	0.3	3	-6	1.0	1	-0.3	2.5	-2	-2.6
COc1ccccc1NC(=O)CSc1nc(=O)n2cc(C)ccc2n1	0.3	-4	-0.8	1	3	-1.4	-1	1.0	-1.9	-2	-2.8
CN1C(=O)C(CC(N)=O)N(NC(=O)c2ccc(Cl)cc2)C1=S (stereo not given)	0.0	1	-1.8	5	-77	-0.9	-20	-0.7	0.9	0	3.4
Cc1ccc(NS(=O)(=O)c2c(C)[nH]c(C)c2C(=O)N2CCCCC2)cc1F	-0.3	2	-1.6	-2	5	0.7	-3	0.4	0.7	-3	-1.0
COc1cc(NC(=O)C2CSC3(C)CCC(=O)N23)c(OC)cc1Cl (stereo not given)	0.1	1	-1.2	2	1	0.1	-10	-1.8	-0.3	-1	3.4
C[C@H](CO)N1C[C@H](C)[C@@H](CN(C)S(=O)(=O)c2cccs2)Oc2c(NC(=O)CCC(F)(F)F)cccc2C1=O	0.1	5	-1.2	0	3	0.4	-3	-0.7	-0.9	1	-1.8
Cc1nc2c(=O)n(-c3ccc(F)c(Cl)c3)nc(C)c2s1	0.1	-1	-0.5	5	4	.	-1	-1.8	1.0	1	-0.9
O=C(NCc1ccccc1)C1CCC(CNS(=O)(=O)c2cccs2)CC1 (stereo not given)	-0.3	-3	-0.6	-3	4	1.6	-6	-0.5	2.5	-2	0.7
Cc1cccc(N=Nc2c(C)nn(-c3ccccc3)c2N)c1C	0.3	-10	-0.7	-11	23*	-0.2	13	0.8	3.7	0	16*
CCc1cccc(OCCOCCN2CCCC2)c1	-0.3	1	-1.1	-1	-1	1.4	-2	-0.4	1.0	-2	0.6
O=C(CCN1Cc2ccccc2C1)c1ccc2c(c1)OCCO2	-0.8	-3	-1.1	11	-3	-0.9	7	0.6	-2.2	1	-2.4
Nc1sc2c(c1C(=O)NCCc1ccccc1)CCC2	0.2	0	-1.2	-3	-7	0.0	-7	-1.0	-0.5	2	5.6
CC(NC(=O)Cc1ccc(F)cc1)c1ccccc1 (stereo not given)	-0.1	-2	-0.7	-1	-2	1.4	0	-2.2	1.6	-3	-0.1
O=S1(=O)N[C@H](Cc2ccccc2)COc2cc(Br)ccc21	2.6	4	-1.2	-2	-11	.	3	-2.8	.	-4	1.5
CN1OC[C@@H]2CN(Cc3ccccc3)[C@H](c3cccc(Oc4ccccc4)c3)C[C@@H]21	-0.4	-12	-1.4	-13	1	-0.5	-7	0.7	-0.5	-2	-0.2
O=C(Nc1ccccc1N1CCN(c2ccccc2)CC1)c1ccccc1	-1.0	0	-1.9	7	10	0.9	7	-1.7	-2.5	3	2.6
N#Cc1c(N)nc(SCC(=O)NCc2ccc3c(c2)OCO3)c(C#N)c1-c1cccs1	0.2	-13	-1.5	-1	-28	1.2	-13	-0.7	2.3	0	-1.9
CCN1CC(=O)Nc2cc(S(=O)(=O)N3CCOCC3)ccc21	0.2	-4	-1.3	1	0	0.6	1	-0.9	1.3	1	-2.7
O=C(NC1CCCC1)c1ccc(Cl)c(S(=O)(=O)N2CCOCC2)c1	-0.1	0	-0.8	-1	-3	-1.0	3	2.4	0.0	-3	0.3
Cc1ccc(C)c(N2CCN(C(=O)c3cn(C)c4ccc(S(=O)(=O)N(C)C)cc4c3=O)CC2)c1	0.5	0	-1.4	2	1	0.0	1	-0.6	1.0	2	-2.7
Cc1cc(C)nc(/N=C2\NC(=O)CC(C(=O)O)N2c2ccc(C)c(C)c2)n1 (stereo not given)	0.1	3	-1.1	4	-8	0.7	3	-1.2	1.4	-1	1.7
COc1ccc(-c2nnc(SCC(=O)NC3CCCc4ccccc43)n2N)cc1 (stereo not given)	-0.4	0	-0.3	-1	-7	-0.8	4	0.4	1.5	2	-1.4
Cc1cc2ncn(/N=C/c3cc(Br)ccc3O)c2cc1C	1.9	-5	-0.9	1	-4	.	1	0.6	.	1	0.6
COC(=O)C1CN(CC(C)C)CCS(=O)(=O)N1Cc1ccc(F)cc1 (stereo not given)	-0.9	1	-1.1	-3	-5	.	6	-1.6	.	1	-3.0
COc1cc(NC(=O)CSc2ccc(-c3ccccn3)nn2)cc(OC)c1	-4.8	-2	-0.8	-3	4	0.8	-19	-0.6	-1.7	0	-4.0
COc1ccc(CNc2nc3ccccc3n2C(C)C)cc1	-0.2	27	-1.7	16	-3	0.6	-1	-0.7	-0.1	-1	-1.1
O=C(CNCc1ccncc1)Nc1cc(S(=O)(=O)N2CCCCC2)ccc1Cl	0.0	2	-1.6	-2	-11	0.0	9	-0.6	0.0	-5	2.5
CCOC(=O)c1c(NC(C)=O)sc2c(OCC(O)CNC(C)(C)C)c(Br)ccc12 (stereo not given)	-0.1	-6	-1.2	-11	-84	-0.2	-15	1.0	2.6	11*	-3.1
Cn1cc(S(=O)(=O)NCC2CCCO2)c(=O)n(C)c1=O (stereo not given)	0.4	-1	-1.3	3	8	2.2	4	0.4	1.4	-1	1.4
COc1cccc(N(C(=O)c2ccn[nH]2)C2(C(=O)Nc3c(C)cccc3C)CCCCC2)c1	-0.3	-22	-1.4	-44	3	-0.8	-5	-0.4	-6.5	-3	-0.7
COc1ccc(CNC(=O)CCSCc2cccc(Cl)c2)cc1	-0.3	0	-1.2	-2	2	1.8	1	-1.2	2.1	-3	0.4
O=C(NCc1nc2ccccc2[nH]1)c1ccc(S(=O)(=O)N2CCCC2)cc1	-1.0	1	-1.3	0	-10	0.3	-3	2.6	-3.0	-2	0.0
CCC1CCCCN1C/C=C/c1ccccc1[N+](=O)[O-] (stereo not given)	1.1	-2	-0.3	1	2	1.7	-2	3.6	2.6	0	0.8
Cc1cc(-c2ccc([N+](=O)[O-])cc2)cc(C)n1	-1.6	6	-1.1	-1	-12	-0.8	14	-0.3	3.7	-4	1.8
CCCCNc1nc(NC)nc(Cl)c1SC	0.7	8	-0.3	1	-16	1.1	5	-0.3	0.5	1	0.8
CCCCn1c(N)c(N(Cc2ccccc2OC)C(=O)COc2ccccc2OC)c(=O)[nH]c1=O	0.2	-2	-0.7	2	-9	-1.9	9	-0.1	0.9	-1	0.5
CSCCC(NS(=O)(=O)c1ccc(C)cc1)C(=O)N1CC=C(c2ccccc2)CC1 (stereo not given)	2.7	2	-0.8	4	-13	0.5	5	-0.3	1.6	1	0.5
Next part:
SMILES	DAX1 inh-1	NPR2 activator	ssDAF12 agonist	NPR1 activator	ADAM10 inh	DAX1 inh-2	HGIII-sPLA2 inh	hcDAF-12 act	FXN GAA850 act	SMARCA2 activ	hgDAF-12 ag
COc1cccc(NC(=O)N(C)C[C@H]2Oc3cc(C#Cc4ccncc4)ccc3S(=O)(=O)N([C@H](C)CO)C[C@H]2C)c1	-4.8	1	-1.6	-3	2	-2.8	-8	-1.7	-3.6	-3	-5.6
O=[N+]([O-])c1ccc(/C=C/c2ccc3ccccc3n2)cc1	3.8*	1	1.0*	-5	6	-1.7	-4	11*	1.2	6	24*
O=C(CCCN1C(=O)/C(=C/c2cccs2)SC1=S)Nc1cccc(O)c1	-0.3	1	-0.8	-7	15	-1.3	-26	-1.5	-2.5	-4	3.3
O=C(NCCc1ccccc1)C1CCC(Cn2c(=O)c3ccccc3n(Cc3cccc(F)c3)c2=O)CC1 (stereo not given)	0.0	8	-0.5	2	-3	0.6	-6	4.9	1.1	-1	1.4
O=C(Nc1ccc(Cc2ccncc2)cc1)c1ccc(Cl)c([N+](=O)[O-])c1	-1.5	-3	-1.2	4	9	-1.0	-32	-1.9	2.4	-3	0.1
CC1(C(=O)Nc2ccc3c(c2)OCCO3)CN(S(C)(=O)=O)CC(=O)N1CCc1ccccc1F (stereo not given)	-0.3	-1	-1.1	1	-11	.	-5	-1.0	.	-1	3.5
Cc1ccc(NC(=O)c2cc(S(=O)(=O)N3CCOCC3)cs2)cc1	-4.0	4	-1.3	0	3	-0.8	1	-1.9	0.1	-2	-2.2
O=C(Nc1ccc(Cl)cc1)OC[C@@H]1CSCCS(=O)(=O)N1	5.0*	4	-0.3	4	-23	.	8	0.2	.	1	0.9
COc1ccc(C2(O)CC3CCC(C2)N3c2nc(C)cc(C)c2C#N)cc1 (stereo not given)	-0.8	4	-1.9	-9	-308	-0.3	-11	-3.2	0.4	-4	-2.3
CCNS(=O)(=O)c1ccc(C)c(-n2cnnn2)c1C	-0.8	-3	-1.3	1	1	-1.3	2	-0.5	-0.1	3	-1.1

Rows are unselected, and some 6.6% of all compounds hit somewhere here.
